TAG inh – inhibitors of triacylglycerol accumulation, primary screen, cell-based, uHTS, fluorescence, H9c2; H9c2 cells, Nile Red lipid (TAG) fluorescence; cells loaded with 200 µM oleic acid; inhibition, % at 12.5 µM; 230,000 tested, 0.66% active; AID 651582, 2012;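 active = pattern-corrected inhibition of lipid staining of at least 50% with the nuclear-stain viability signal not falling by more than 50%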;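 note: 0% = DMSO wells and 100% = triacsin C control wells; some results filed as inactive read as strong as hits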
TAG inh DAPI viability – also measured in TAG inh; calls as there; DAPI nuclei signal change (viability), lower = more cytotoxic, %;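 whole-well DAPI fluorescence read on a plate reader as a viability signal; minus 50 percent equals half of cells still viable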
Active calls of the source: *. An excerpt, so the mix of outcomes need not match the whole.

Under each structure – TAG inh, TAG inh DAPI viability
> CCOC(=O)CN(C(=O)CSc1nnc(CNc2ccc(F)cc2)n1CC)c1ccc(F)cc1
    27, -24
> Cc1ccc(-n2nc(C)c(NC(=O)COC(=O)c3ccccc3NCCO)c2C)cc1
    0, 8
> CC(C)Cc1ccc(C(C)/C=C2/CCC(CN3CCCCC3)C2=O)cc1 (stereo not drawn)
    1, -2
> O=C(CN1C(=O)NC2(CCCc3ccccc32)C1=O)NCCc1ccc(F)cc1 (stereo not drawn)
    13, 3
> CCC(C)CCN1CCN=C1Nc1ccccc1 (stereo not drawn)
    -11, 5
> NS(=O)(=O)c1ccc(CCNC(=O)COC(=O)Cc2c(F)cccc2Cl)cc1
    -15, 3
> O=C(CSc1nnc(-c2ccc(F)cc2)o1)Nc1ccccc1N1CCOCC1
    -4, -4
> COc1ccc(CNC(=O)c2cccc(NC3=NC4CS(=O)(=O)CC4S3)c2)cc1 (stereo not drawn)
    -10, 9
> Cc1ccccc1C(=O)Nc1ccc(C(=O)N/N=C/c2ccc(F)cc2)cc1
    -7, 3
> O=S(=O)(c1ccccc1C(F)(F)F)N1CCN(c2ncnc3sccc23)CC1
    -40, 1
> CCOC(=O)c1c(N)sc(C(=O)N(CC)CC)c1C
    -12, -2
> Cn1cc(/C=N/NC(=O)c2ccc(C#N)cc2F)c2ccccc21
    -20, 9
> Cc1ccc(C2CC(c3ccccc3)n3ncnc3N2)cc1 (stereo not drawn)
    -20, -2
> CC(=O)C1=C(C)N=c2s/c(=C/c3ccc4c(c3)OCO4)c(=O)n2C1c1ccc(N(C)C)cc1 (stereo not drawn)
    -9, -5
> COc1ccc2[nH]c(C)c(CCN(Cc3cccs3)C(=S)Nc3ccccc3)c2c1
    -6, -8

Exported with tabs: 14 of the compounds above.
molecule	TAG inh	TAG inh DAPI viability
CCOC(=O)CN(C(=O)CSc1nnc(CNc2ccc(F)cc2)n1CC)c1ccc(F)cc1	27	-24
Cc1ccc(-n2nc(C)c(NC(=O)COC(=O)c3ccccc3NCCO)c2C)cc1	0	8
CC(C)Cc1ccc(C(C)/C=C2/CCC(CN3CCCCC3)C2=O)cc1 (stereo not drawn)	1	-2
O=C(CN1C(=O)NC2(CCCc3ccccc32)C1=O)NCCc1ccc(F)cc1 (stereo not drawn)	13	3
CCC(C)CCN1CCN=C1Nc1ccccc1 (stereo not drawn)	-11	5
NS(=O)(=O)c1ccc(CCNC(=O)COC(=O)Cc2c(F)cccc2Cl)cc1	-15	3
O=C(CSc1nnc(-c2ccc(F)cc2)o1)Nc1ccccc1N1CCOCC1	-4	-4
COc1ccc(CNC(=O)c2cccc(NC3=NC4CS(=O)(=O)CC4S3)c2)cc1 (stereo not drawn)	-10	9
Cc1ccccc1C(=O)Nc1ccc(C(=O)N/N=C/c2ccc(F)cc2)cc1	-7	3
O=S(=O)(c1ccccc1C(F)(F)F)N1CCN(c2ncnc3sccc23)CC1	-40	1
CCOC(=O)c1c(N)sc(C(=O)N(CC)CC)c1C	-12	-2
Cn1cc(/C=N/NC(=O)c2ccc(C#N)cc2F)c2ccccc21	-20	9
Cc1ccc(C2CC(c3ccccc3)n3ncnc3N2)cc1 (stereo not drawn)	-20	-2
CC(=O)C1=C(C)N=c2s/c(=C/c3ccc4c(c3)OCO4)c(=O)n2C1c1ccc(N(C)C)cc1 (stereo not drawn)	-9	-5

The list goes on.
Under each structure – TAG inh, TAG inh DAPI viability
> CC1CCc2c(nc3ncnn3c2N2CCN(c3ccccc3)CC2)C1 (stereo not drawn)
    -35, -3
> Cc1nn(-c2ccc(F)cc2)c(C)c1CN1CCN(CCc2ccccc2)C(CCO)C1 (stereo not drawn)
    -11, 11
> O=C(NC(=S)NC1CCSC1=O)c1cccc([N+](=O)[O-])c1 (stereo not drawn)
    23, 0
> C=CCn1c(-c2ccc(OC)cc2)csc1=Nc1c(C)n(C)n(-c2ccccc2)c1=O
    -3, -14
> COc1ccc(NC(=O)CN(C)C(=O)CCc2nc3cc(S(=O)(=O)N4CCOCC4)ccc3n2C)cc1
    8, 6
> Cn1c(C(=O)O)c(CC(=O)Nc2ccc3c(c2)OCCO3)c2ccccc21
    -10, 6
> CCc1cc(=O)oc2cc(C)cc(OC(=O)c3ccco3)c12
    -7, 6
> Cc1cccc2cc(CN(CC3CCCO3)C(=O)c3ccco3)c(=O)[nH]c12 (stereo not drawn)
    -19, 6
> COc1ccc(CN(C)C(=O)C2CC(=O)N(c3ccc4c(c3)OCCO4)C2)c(OC)c1 (stereo not drawn)
    -3, 0
> CC(=O)NCCc1nc2ccccc2n1Cc1cc(C)ccc1C
    0, -11
> COc1ccc(CNC(=O)C2CCCN2C(=O)NC2CCCCC2)cc1 (stereo not drawn)
    1, -1
> COc1ccccc1CC(=O)N1CCCC(CCC(=O)NCc2ccccc2F)C1 (stereo not drawn)
    14, -6
> COC(C/C=C/[C@H](O)COCc1ccccc1)OC
    -5, 0
> COc1cccc(NC(=O)CN2CCCCCC2)c1
    2, 4
> Cc1ccc(NC(=O)/C(=C\c2ccccc2)NC(=O)c2ccco2)cc1
    -18, -1
> COc1ccc(N=C(C)C2=C(O)COC2=O)cc1
    -13, -8
> C=CCN1CN=C(NS(=O)(=O)c2ccc(NC(C)=O)cc2)NC1
    3, -4
> CN(CCc1ccccc1)C(=O)c1ccc(NC(=O)Cc2cccc(NC(=O)C3CCN(C(=O)C4CCCC4)CC3)c2)cc1
    38, -7
> C#CCOCCOCCOCCNc1nc(N2CCN(C(=O)CCCCCCCCCCNC(=O)[C@@H](CCC(=O)O)n3cc(CCCCCN)nn3)CC2)nc(N2CCN(C(=O)CCCCCCCCCCNC(=O)[C@H](CO)n3cc(CCCCCN)nn3)CC2)n1
    -23, 4
> Cc1ccc(S(=O)(=O)N2CCC3(CC2)CC(=O)c2ccccc2O3)cc1
    8, 1
> O=C1/C(=C/c2cccc(Cl)c2)CSc2sccc21
    -4, 10
> CCOc1ccc(NC(=O)CN(C)C(=O)c2cc(C3CC3)nn2-c2ccccc2)cc1OCC
    22, 0
> Cc1ccc(C(=O)Nc2ccc3c(c2)OCO3)cc1S(=O)(=O)N1CCCCC1
    -24, -5
> COCCN(CC1CCCN(C2Cc3ccccc3C2)C1)C(=O)CCSC (stereo not drawn)
    -8, 6
> Cc1ccc(CNC(=O)CSCc2cccc(F)c2)cc1
    -5, 1
> COc1ccc(C2CC(=O)C(C=NCCCN3CCOCC3)=C(O)C2)cc1 (stereo not drawn)
    -4, -2
> CCCn1nnc(NC(=O)c2ccc(F)cc2)n1
    5, -7
> O=C(Nc1cccn(Cc2ccc(F)cc2)c1=O)NC1CCCCC1
    18, -10
> Cc1ccc(C)c(-c2nnc(NC(=O)CCS(=O)(=O)c3ccccc3)o2)c1
    1, 2
> COc1ccc(C2C(C(C)=O)=C(O)C(=O)N2c2cccnc2)cc1OC (stereo not drawn)
    16, -7
> COc1cc(/C=C/C(=O)N2CCC=CC2=O)cc(OC)c1OC
    62*, -35*
> Cc1cc(C(C)(C)C)cc(S(=O)(=O)NCCO)c1C
    -4, -7
> C=CCC1C=C(Cc2ccccc2)CC(CC=C)N1 (stereo not drawn)
    -20, 27
> CC1CCCN(C(=O)COC(=O)C2CCN(S(=O)(=O)c3ccc4c(c3)OCCO4)CC2)C1 (stereo not drawn)
    15, 4
> COc1cccc(N2C(=O)CC(c3c[nH]c4ccccc34)C2=O)c1 (stereo not drawn)
    -1, -3
> CC1=C(C(=O)OC(C)C)C(c2ccc(Cl)cc2)n2c(sc(=Cc3ccc(OCC(=O)O)cc3)c2=O)=N1 (stereo not drawn)
    5, 1
> COC(=O)c1ccc(C(=O)OC)c(NC(=O)COC(=O)C23CC4CC(CC(O)(C4)C2)C3)c1
    2, -3
> CC(NC(=O)c1ccc(N)cc1)c1ccccc1 (stereo not drawn)
    -1, 8
> COc1ccccc1NCCC(=O)OCC(=O)Nc1ccccc1F
    -7, -13
> COc1cccc(CN(C)C(=O)CN2C(=O)NC(c3ccccc3)(c3ccccc3)C2=O)c1
    36, -3
> COc1ccc(OCC(=O)Nc2ccc(N3CCOCC3)cc2)c([N+](=O)[O-])c1
    -8, 5
> S=C1NCCNC(=S)NCCOCCOCCOCCN1
    6, -1
> O=C(COC(=O)CNC(=O)C1CCCCC1)Nc1ccc2c(c1)OCCO2
    -1, 0
> COc1cccc(C2(O)CCN(C(=O)c3cccs3)CC2)c1
    -29, 2
> c1ccc(-c2nnc(OCCN3CCOCC3)c3ccccc23)cc1
    4, -3
> C=CCNc1nc(NCCOC)c2sc(-c3ccccc3)cc2n1
    5, 15
> CCOC(=O)c1ccc(NC(=S)NC(=O)C2CCCC2)cc1
    11, 1
> COc1cc(NC(=O)C2CCCCC2)c(OC)cc1NC(=O)c1ccco1
    34, -1
> CCOC(=O)c1c(NC(=O)CSc2cccc[n+]2[O-])sc(C(=O)Nc2ccccc2)c1C
    -13, -13
> COC(=O)c1ccc(NC(=O)c2cc[n+]([O-])cc2)cc1
    -1, 5
> Cc1ccccc1-c1nnc(-c2ccccc2C)o1
    -9, -4
> Cc1ccc(S(=O)(=O)N2CCN(C(=O)c3ccc(N4CCCCC4)c([N+](=O)[O-])c3)CC2)cc1
    2, -3
> CCOc1ccc(/C=C2\SC(=S)N(C)C2=O)cc1OC
    5, 0
> COC(=O)c1ccc(Nc2cc(C)nc3ncnn23)cc1
    17, -5
> C[C@H](NS(=O)(=O)c1ccccc1F)C(=O)OCC(=O)N1CCc2ccccc21
    5, -2
> Cn1cccc1Cc1nnc(SCC(=O)N2CCOCC2)n1CCc1ccccc1
    10, -3
> CCC(CC)C(=O)N(C)c1c(C)nc2c(OCc3ccc(Cl)cc3)cccn12
    -2, -4
> O=C(N/N=C/c1ccccn1)c1cccs1
    7, -20
> CCN(CC)C(=O)Cn1cc(SCC(=O)NCc2ccco2)c2ccccc21
    -7, 1
> O=C(OCC(=O)N1CCCc2ccccc21)C1CCN(S(=O)(=O)c2cccs2)CC1
    -2, -2

Carrying on.
Under each structure – TAG inh, TAG inh DAPI viability
> C/C=C/C(=O)Nc1nnc(C(C)C)s1
    -18, 4
> O=C(CSC1=NCCS1)Nc1cccc(F)c1
    -4, 6
> O=C(N/N=C/c1cccc2ccccc12)c1cccc(F)c1
    -3, -1
> COc1cccc(-c2cc(C(=O)Nc3cc(C)nn3-c3ccccc3)no2)c1
    -10, 4
> COc1ccc(CCNC(=O)C(CC(C)C)NC(N)=O)cc1 (stereo not drawn)
    11, -20
> O=C(Cn1[nH]c(=O)c2ccccc2c1=O)Nc1cccc(S(=O)(=O)N2CCCCCC2)c1
    -13, 9
> COc1ccc(CN2CCC(=O)N(CCO)CC2)cc1OC
    -13, 4
> CS(=O)(=O)N(Cc1ccc(C(=O)NCCSCc2ccco2)cc1)c1ccccc1
    8, -8
> CC1=C(/C=C/C(=O)O)C(C)(C)CCC1
    -2, 1
> COc1cccc(CN(C)C(=O)C(CCSC)NS(=O)(=O)c2ccc3c(c2)OCCO3)c1OC (stereo not drawn)
    -4, -4
> CCN(Cc1cc(=O)[nH]c2ccccc12)C(=O)c1ccc(C)cc1
    6, -5
> CCOC(=O)c1[nH]nc(-c2c(O)cc(C)cc2O)c1-c1csc(C)n1
    9, -4
> CC[C@@H]1CC=C[C@H]2[C@H]1C(=O)N(Cc1ccccc1)[C@H]2c1ccoc1
    -30, -19
> COc1cccc2sc3ccc(C#CC4(O)CCCCC4)cc3c(=O)c12
    -13, 7
> COc1ccc(NS(=O)(=O)c2cccc(C(=O)N/N=C/c3ccccn3)c2)cc1
    2, -1
> O=C(Nc1cccc(S(=O)(=O)N2CCOCC2)c1)c1ccc(Cl)nc1
    -15, -1
> Cc1nc2scc(-c3cccs3)c2c(=O)n1CC(=O)O
    -18, 9
> CCOC(=O)C1=C(COC(=O)c2cccc(Br)c2)NC(=O)NC1C (stereo not drawn)
    12, 5
> O=C(N[C@@H](Cc1ccccc1)C(=O)OCC(=O)N1CCOCC1)c1cccs1
    2, -2
> Cc1cc(NC(=S)Nc2cccnc2)ccc1Br
    -11, 0
> c1ccc(N=Nc2cn[nH]c2-c2ccco2)cc1
    14, 0
> Cc1ccc(N2C(=O)C(CN3CCCCC3)C2c2ccccc2)cc1 (stereo not drawn)
    15, 20
> COc1ccc(CN2C(=O)C(CC(=O)NC3CCCCC3)CC(C(=O)N(C)C)=C2C)cc1 (stereo not drawn)
    -15, 2
> CN(C)c1ccc(/C=c2\sc3n(c2=O)CCCN=3)cc1
    0, 3
> O=C(NCc1ccco1)c1ccccc1Nc1ccc(F)cc1
    0, -7
> O=C(c1ccc(CS(=O)Cc2cccc(Cl)c2)o1)N1CCN(c2ccc(F)cc2)CC1 (stereo not drawn)
    -7, -3
> NCCCC[C@H]1CNC(=S)N1CCc1cccc(F)c1
    -18, 5
> COc1ccc(CNC(=O)C(=O)NCC2OCCN2S(=O)(=O)c2ccc(C)cc2)cc1 (stereo not drawn)
    14, 10
> Nc1nnc(SCC(=O)NC2CCCCCCC2)s1
    5, -3
> O=C(Nc1cccn2ncnc12)C(Cl)Cl
    -7, 7

Complete entries, quoted from the list. Screens in order: TAG inh, TAG inh DAPI viability
`COc1ccc(CNC(=O)C(=O)NCC2OCCN2S(=O)(=O)c2ccc(C)cc2)cc1` (stereo not drawn) across the screens: 14, 10
`O=C(Nc1cccc(S(=O)(=O)N2CCOCC2)c1)c1ccc(Cl)nc1` across the screens: -15, -1

Further structures:
Under each structure – TAG inh, TAG inh DAPI viability
> COCCNC(=O)Nc1ccc(F)cc1
    -3, 1
> O=C(COc1ccc(Br)cc1Cl)NC1CCN(Cc2ccccc2)CC1
    -11, 4
> Cc1ccc2[nH]c(=O)c(CN(CCN3CCOCC3)C(=O)Nc3ccccc3F)cc2c1
    -2, 15
> COc1ccc(N2CC(C(=O)Nc3cccc(S(=O)(=O)N4CCCC4)c3)CC2=O)c(OC)c1 (stereo not drawn)
    -13, -1
> O=C(c1ccccc1Cl)N1CCN(S(=O)(=O)c2cccs2)CC1
    -6, 10
> Cc1cc(C)cc(N(C(=O)c2csnn2)C(C(=O)NC(C)(C)C)c2ccncc2)c1 (stereo not drawn)
    25, -3
